Source: PubChem
FN deposit inh = fibronectin deposition inhibition; AH1F fibroblasts, Alexa488-fibronectin deposition fluorescence, overnight; inhibition, % at 12.6 µM; 0.086% of 350,000 active; AID 743247;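 active means mean inhibition across replicates of 30% or more, regardless of how many single replicates reach that level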;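 further: positive control wells lacked labelled fibronectin entirely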
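Material – AH1F fibroblast monolayer, labelled fibronectin deposition · Reagent – labelled fibronectin 24 nM · Timing – 1 h adhesion, overnight exposure · Measured by – fluorescence at 485 nm excitation, 525 nm emission · Read-out – inhibition of fibronectin deposition signal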
LGR2 inh = blocks bursicon-induced cAMP signaling via Drosophila LGR2; HEK293 LGR2, CRE-luciferase, bursicon-stimulated, 4 h; inhibition, % at 9.99 µM; 0.35% of 380,000 active;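 active means drop in luminescence signal, shown as inhibition above about 50% in the replicate tests, limit read from the data, passing the limit was not always enough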;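 further: agonist challenge used bursicon conditioned medium at about half maximal strength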
PGC1a acetyl inh = PGC1a acetylation modulation, inhibitor mode. inhibition, % at 15.6 µM. U2OS PGC1a acetylation, AlphaScreen anti-acetyl-lysine; with virally co-expressed GCN5 acetyltransferase. 0.17% of 350,000 active;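 active means every replicate shows inhibition of at least 40%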;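 further: 0% = neutral control wells and 100% = positive control wells; some results beyond the cut were filed as inactive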
EWS-Fli block = blocks EWS/Fli oncoprotein-driven transcription; A673 NR0B1-luciferase reporter, viability-normalised; inhibition, % at 12.6 µM; 0.67% of 350,000 active; AID 651661;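 active means mean inhibition of at least 50% after viability correction, with every replicate also passing that limit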;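 further: firefly luciferase signal divided by Alamar Blue viability fluorescence both relative to DMSO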
CASP6 VEID inh = inhibitors of human caspase-6; P55212; AID 686996; 0.53% of 350,000 active; inhibition, % at 12.5 µM; purified caspase-6, Z-VEID-R110 cleavage fluorescence;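 active means mean inhibition across replicates at least about 35%, with every replicate also reaching that limit, limit read from the data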;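 further: 0% = median of neutral control wells and 100% = no fluorescence left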
Target sequence (P55212 24-179 limits assumed): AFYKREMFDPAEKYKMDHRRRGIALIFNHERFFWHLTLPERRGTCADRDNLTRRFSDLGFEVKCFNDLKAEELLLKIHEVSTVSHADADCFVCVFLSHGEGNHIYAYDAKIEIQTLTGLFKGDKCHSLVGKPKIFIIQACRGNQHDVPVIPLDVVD
Target sequence (P55212 194-293 limits assumed): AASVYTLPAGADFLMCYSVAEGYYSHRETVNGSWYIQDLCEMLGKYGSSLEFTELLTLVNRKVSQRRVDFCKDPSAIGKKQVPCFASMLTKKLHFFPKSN
miR-122 sensor = blocks miR-122 activity in Huh7 sensor cells | Huh7 miR-122 Renilla luciferase sensor, 48 h; neutral wells = 0, positive control = 100 | 0.3% of 340,000 active | activation (reporter increase), % at 12.5 µM;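 active means mean replicate activation score at least 90 and every replicate individually at or above 90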;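 further: higher luciferase means less miR-122 activity so hits act as miR-122 inhibitors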
PAX8 reporter = lowers PAX8-driven luciferase in RMG-I cells; RMG-I TPO-luciferase reporter, SteadyGlo, 24 h; inhibition, % at 12.6 µM; 1.2% of 360,000 active; AID 652154;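 active means mean replicate inhibition at least 60% with every replicate also reaching 60%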;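 further: luciferase light reporting Pax8 driven TPO promoter activity; plate controls were median of neutral control wells for no effect and mitoxantrone controls for full effect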
Cneo AK release = Cryptococcus neoformans lysis via adenylate kinase release. C. neoformans lysis, adenylate kinase release luminescence, 4 h; normalised: neutral wells 0, clomiphene wells 100. lysis activity, % at 15 µM. 0.2% of 360,000 active. AID 651654;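 active means mean lysis activity across replicates of at least 80%, whatever share of replicates individually reach that level; inactive means mean lysis activity below 80%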
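Test system: log-phase Cryptococcus neoformans yeast cells. Input: 5 × 10^6 yeast cells/mL. Medium: fresh YPD growth medium. Doses: single dose. Incubation: static 4 h at 37 °C with compound, 1 h detection. Measured by: luminescent adenylate kinase detection reagent. Read-out: signal increase indicating cell lysis. Benchmarks: Clomiphene.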
* hit, by the source's call; x = no result given; [ ] = another dose, or the depositor's remark. No enrichment for hits; any-hit rate near 2.5%.

item	Compound	FN deposit inh	LGR2 inh	PGC1a acetyl inh	EWS-Fli block
1	COc1ccc(-c2cc(C(=O)NCCCN3CCCC3=O)c3ccccc3n2)cc1OC	5	5	3	-4
2	Cc1ccc(OCCN2CCN(C(=O)CCC(=O)Nc3nnc(CC(C)C)s3)CC2)cc1	-6	5	x	13
3	C[C@H]1CN([C@@H](C)CO)C(=O)c2cc(-c3ccc(F)cc3)cnc2O[C@H]1CN(C)C(=O)c1ccccc1F	1	18	5	0
4	C[C@@H]1CCCCO[C@@H](CN(C)C(=O)Nc2ccc(C(F)(F)F)cc2)[C@H](C)CN([C@H](C)CO)C(=O)c2cc(NS(=O)(=O)c3ccc(F)cc3)ccc2O1	-8	1	-1	20
5	O=C(C[C@H]1C[C@@H]2c3cc(NS(=O)(=O)c4ccc(F)cc4)ccc3O[C@@H]2[C@@H](CO)O1)NCCN1CCCCC1	7	-9	-5	-1
6	C[C@@H]1CN([C@H](C)CO)S(=O)(=O)c2ccc(C#CC3(O)CCCC3)cc2O[C@@H]1CN(C)C(=O)c1ccccc1	9	13	-5	-8
7	COc1cc(OC)cc(C(=O)NC(=S)NNC(=O)[C@H]2C[C@@H]2c2ccccc2)c1	-13	x	x	15
8	COc1ccc(-n2nc([N+](=O)[O-])c(=NCc3ccc4c(c3)OCO4)n2O)cc1	3	-51	x	-125
9	CCCSC1=C(C#N)C2(CCCCC2)C(C#N)=C(N)N1	-8	-1	x	8
10	COc1ccccc1NC(=O)C1C2CCCCC21 (configuration not stated)	-5	x	x	x
11	CCOC(=O)COc1cc2oc(=O)cc(C)c2cc1[N+](=O)[O-]	2	4	-10	4
12	CCc1cccc(C)c1NC(=O)C1C2CCC(O2)C1C(=O)O (configuration not stated)	4	x	-4	x
13	O=C(Nc1ccccc1)N1C[C@@H]2N[C@H](C1)C2c1ccc(-c2cccnc2)cc1 (some centres not stated)	1	31	9	6
14	Cc1cccc(NC(=O)C2CCN(C(=O)c3ccc(F)cc3)CC2)n1	0	6	-1	-9
15	O=S1(=O)CC2SC(=S)N(c3ccccc3)C2C1 (configuration not stated)	5	19	x	2

item	CASP6 VEID inh	miR-122 sensor	PAX8 reporter	Cneo AK release
1	0	-1	2	0
2	0	x	38	x
3	-1	2[16.7 µM]	x	-7
4	-2	-8[16.7 µM]	88*	-1
5	0	3[16.7 µM]	-10	34
6	-1	1[16.7 µM]	x	-1
7	-4	0	-31	0
8	-1	0	31	0
9	0	x	0	x
10	x	0	-2	21
11	-4	-6	-8	x
12	x	-17	x	0
13	2	x	14	x
14	-5	-9	-5	-2
15	1	-6	4	1

Remaining list, next part.
item	Compound	FN deposit inh	LGR2 inh	PGC1a acetyl inh	EWS-Fli block
16	C[C@H](CO)N1C[C@H](C)[C@H](CN(C)C(=O)C2CCOCC2)Oc2cc(C#Cc3ccncc3)ccc2S1(=O)=O	x	0	19	3
17	COCCN(C(=O)CSc1nnc(-c2ccc(C)c(C)c2)o1)c1c(N)n(CC(C)C)c(=O)[nH]c1=O	7	-5	x	-9
18	NS(=O)(=O)c1cccc(NC(=O)CSc2nnc(-c3ccncc3)n2C2CC2)c1	0	-16	-7	-8
19	O=C(/C=C/c1ccc(Br)cc1)Nc1ccc(S(=O)(=O)Nc2ncccn2)cc1	10	-2	x	18
20	Cc1nc(-c2ccccc2)sc1-c1ccnn1C	4	-22	-11	-87
21	CCS(=O)(=O)Nc1ccc2c(c1)C(=O)N(C)C[C@H](OC)[C@@H](C)CN(Cc1nccs1)[C@H](C)CO2	-6	-7	-17	2
22	CCN(CC)C(=O)CSc1ncccc1-c1nc2ccccc2[nH]1	5	-20	6	-6
23	CCOC(=O)C1Oc2ccccc2C(c2ccc(F)cc2)=C1C(=O)OC (configuration not stated)	x	25	-2	-4
24	O=C(NCc1ccccc1)C(c1ccc(C(F)(F)F)cc1)n1c(=O)c(-c2ccccc2)nc2ccccc21 (configuration not stated)	-19	-9	x	-8
25	COc1ccc(C2(CNC(=O)c3ccc(OC)c([N+](=O)[O-])c3)CCCCC2)cc1OC	4	x	-3	-12
26	COc1ccc(S(=O)(=O)Nc2ccccc2OC)cc1N=Nc1c(O)[nH]c(=S)[nH]c1=O	3	-8	10	10
27	CCCc1cc(=O)oc2c(C)c(OC(C)C(=O)NCCN3CCOCC3)ccc12 (configuration not stated)	-8	-17	-10	5
28	CCc1nc2ccc(C(=O)NCCC(C)C)cn2c1N(C)Cc1ccc(OC)cc1	-9	-15	10	8
29	CCN(C(=O)c1ccc(S(=O)(=O)N2CCC(C)CC2)cc1)C1CCS(=O)(=O)C1 (configuration not stated)	-4	10	x	-1
30	Cc1ccc(S(=O)(=O)/C(C#N)=C/c2ccccc2OCc2ccccc2)cc1	2	-1	24	x

item	CASP6 VEID inh	miR-122 sensor	PAX8 reporter	Cneo AK release
16	6	-14[16.7 µM]	42	7
17	-5	x	0	3
18	0	-5	-1	-3
19	0	x	-15	x
20	1	x	-62	x
21	1	2[16.7 µM]	x	-9
22	0	-4	7	1
23	4	-6	12	2
24	-3	x	16	x
25	2	-8	19	1
26	-3	3	37	2
27	-2	-2	0	0
28	2	8	4	6
29	-3	-1	-1	x
30	x	-3	-29	-1

(more compounds)
item	Compound	FN deposit inh	LGR2 inh	PGC1a acetyl inh	EWS-Fli block
31	O=S(=O)(N[C@@H]1CC[C@@H](CCn2cc(Cc3ccccc3)nn2)O[C@H]1CO)c1ccccc1F	-8	-3	-2	x
32	Cc1ccc(N2C(=O)CN(Cc3cccs3)C2=S)cc1C	1	-5	7	2
33	O=C(CN(Cc1ccc(F)cc1)C(=O)CNS(=O)(=O)c1ccc(Cl)cc1)NCC1CCCO1 (configuration not stated)	-5	4	-6	-3
34	O=C(C[C@H]1CC[C@@H](NC(=O)c2cccc(F)c2)[C@H](CO)O1)Nc1nccs1	10	4	4	-1
35	Cc1cc(NC(=O)c2cccc(Br)c2)no1	-9	-21	-10	-4
36	CC(NC1CCCCC1)C(=O)NN=C(c1ccccc1)c1ccccc1 (configuration not stated)	x	36	x	-15
37	C[C@@H]1CN([C@@H](C)CO)C(=O)c2cc(-c3ccc(C#N)cc3)cnc2O[C@H]1CN(C)CC1CCCC1	-11	9	-6	10
38	COc1ccc(C2NC(=O)CS2)cc1 (configuration not stated)	x	7	-1	x
39	C[C@@H]1CN([C@H](C)CO)C(=O)c2cc(NC(=O)C3CCCCC3)ccc2O[C@H]1CN(C)Cc1ccc(C(=O)O)cc1	x	2	0	-2
40	C[C@@H]1CCCCO[C@@H](CN(C)C(=O)CCCN(C)C)[C@H](C)CN([C@H](C)CO)C(=O)c2cc(NC(=O)CCCN(C)C)ccc2O1	3	4	4	-12
41	O=C(COc1ccc(/C=N/NS(=O)(=O)c2ccccc2)cc1)Nc1ccccc1	7	7	x	-14
42	COCCn1c(=O)sc2ccccc2c1=O	2	-12	x	7
43	C[C@@H]1CN([C@@H](C)CO)S(=O)(=O)c2ccc(C#CCN(C)C)cc2O[C@H]1CN(C)C(=O)Nc1ccccc1F	x	8	-10	-3
44	CC(C)CC#Cc1ccc2c(c1)O[C@@H](CN(C)C(=O)c1ccncc1)[C@@H](C)CN([C@@H](C)CO)S2(=O)=O	5	12	-1	2
45	COc1cccc(OCc2cc(C(=O)NCc3ccccn3)no2)c1	-1	-52	-9	x

item	CASP6 VEID inh	miR-122 sensor	PAX8 reporter	Cneo AK release
31	-2	x	x	1
32	0	1	6	-1
33	-2	0	-13	0
34	1	x	-7	20
35	2	x	-7	x
36	0	x	8	x
37	-4	-12[16.7 µM]	8	1
38	x	-1	x	1
39	2	-5[16.7 µM]	x	1
40	3	2[16.7 µM]	-11	-6
41	2	x	35	x
42	x	x	2	x
43	2	-8[16.7 µM]	x	60
44	-1	18[16.7 µM]	x	-2
45	0	-6	-188	-3

Reprinted: compounds 31–37
item	Compound	FN deposit inh	LGR2 inh	PGC1a acetyl inh	EWS-Fli block
31	O=S(=O)(N[C@@H]1CC[C@@H](CCn2cc(Cc3ccccc3)nn2)O[C@H]1CO)c1ccccc1F	-8	-3	-2	x
32	Cc1ccc(N2C(=O)CN(Cc3cccs3)C2=S)cc1C	1	-5	7	2
33	O=C(CN(Cc1ccc(F)cc1)C(=O)CNS(=O)(=O)c1ccc(Cl)cc1)NCC1CCCO1 (configuration not stated)	-5	4	-6	-3
34	O=C(C[C@H]1CC[C@@H](NC(=O)c2cccc(F)c2)[C@H](CO)O1)Nc1nccs1	10	4	4	-1
35	Cc1cc(NC(=O)c2cccc(Br)c2)no1	-9	-21	-10	-4
36	CC(NC1CCCCC1)C(=O)NN=C(c1ccccc1)c1ccccc1 (configuration not stated)	x	36	x	-15
37	C[C@@H]1CN([C@@H](C)CO)C(=O)c2cc(-c3ccc(C#N)cc3)cnc2O[C@H]1CN(C)CC1CCCC1	-11	9	-6	10

item	CASP6 VEID inh	miR-122 sensor	PAX8 reporter	Cneo AK release
31	-2	x	x	1
32	0	1	6	-1
33	-2	0	-13	0
34	1	x	-7	20
35	2	x	-7	x
36	0	x	8	x
37	-4	-12[16.7 µM]	8	1

The list goes on.
item	Compound	FN deposit inh	LGR2 inh	PGC1a acetyl inh	EWS-Fli block
46	Cc1onc(-c2ccccc2Cl)c1C(=O)O/N=C(\N)c1ccc([N+](=O)[O-])o1	-2	-10	-4	-31
47	COc1ccc([Si](C)(C)[C@H]2[C@H](CCn3cc(CCO)nn3)O[C@@]3(C(=O)N(C)c4ccccc43)[C@@H]2C)cc1	x	x	-36	9
48	CCCCOc1ccc(CC2CCC(=O)NC2=O)cc1 (configuration not stated)	-2	x	x	-4
49	CC(C)c1ccc(C2C3=C(COC3=O)Nc3cc4c(cc32)OCO4)cc1 (configuration not stated)	14	-10	-22	43
50	Cc1cc(C)c(S(=O)(=O)c2c(C)cccc2C)c(Cl)n1	6	-12	-8	x
51	O=C(COC(=O)c1ccc([N+](=O)[O-])o1)Nc1cccc(S(=O)(=O)N2CCOCC2)c1	8	5	8	x
52	C[C@@H]1CN([C@H](C)CO)C(=O)c2c(c3ccccc3n2C)-c2ccccc2CO[C@@H]1CN(C)S(=O)(=O)c1cccc(F)c1	8	-1	-1	-9

item	CASP6 VEID inh	miR-122 sensor	PAX8 reporter	Cneo AK release
46	-1	x	11	x
47	10	x	x	11
48	2	x	1	x
49	0	x	79*	-2
50	x	x	x	0
51	x	2	6	-3
52	-1	x	-45	-1
